UTI89 phage lysis = inhibition of K1F phage lysis, E. coli UTI89, bacterial capsule biogenesis inhibitors, alamar blue (AID 488966). E. coli UTI89 K1F phage lysis, alamar blue, 2 h; higher % means a stronger effect. inhibition, % at 100 µM, or IC50 in µM where a hit was titrated. 0.02% of 340,000 active;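 active = phage lysis inhibition, versus mean bacterial control, above a set limit; inconclusive = no clear call, values can overlap the other calls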;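 note: capsule biogenesis inhibitors block K1F phage lysis so surviving cells raise fluorescence; higher fluorescence means more inhibition of phage lysis; actives were called in the ten point dose series up to 300 µM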
Active calls of the source: *; i = inactive; ? = inconclusive; [ ] = another dose, or the depositor's remark. A portion of the library; rates above refer to the full screens.

SMILES	UTI89 phage lysis
CNc1snc(C)c1C(=O)OC(C)C(=O)c1ccc(F)cc1 (stereo not given)	0.8%[50 µM]
O=S(=O)(NCc1cccs1)c1ccccc1Cl	0.2%
COc1ccc(CNS(=O)(=O)c2ccc(C)cc2)cc1	1.5%
Cc1c(CCCC(=O)O)sc(N)c1C(=O)c1cccc(C(F)(F)F)c1	-0.1%
CN(CC(=O)Nc1cccc(F)c1)C(=O)c1cc([N+](=O)[O-])ccc1N1CCOCC1	0.5%[50 µM]
Cn1c(NCc2ccccc2Cl)nc2ccccc21	0.3%
N#Cc1ccc(NC(=S)NC(=O)C2CCCCC2)cc1	1.1%
O=C(CCC(=O)N1CCN(S(=O)(=O)c2ccccc2Cl)CC1)c1ccccc1	0.9%[50 µM]
O=C1/C(=C\c2ccc(O)cc2)CCC1CNc1ccc(Cl)cc1 (stereo not given)	0.8%
CCC(C(=O)OCC(=O)N(C)c1c(N)n(Cc2ccccc2)c(=O)[nH]c1=O)c1ccccc1 (stereo not given)	3.2%[50 µM]
CCOC(=O)C1=C(COC(=O)COc2ccc(C(C)=O)cc2)NC(=O)NC1C (stereo not given)	1.1%[50 µM]
CC1CCN(C(=O)CN2C(=O)NC3(CCCCCC3)C2=O)CC1	0.7%[50 µM]
N#CCC(=O)Nc1ccc(C(=O)NNC(=O)c2ccccc2-n2cccc2)cc1	0.7%[50 µM]
COC(=O)c1c(-c2ccc(S(C)(=O)=O)cc2)sc2ccc(OC)cc12	0.3%
COc1ccc(NC(=O)CN(C)C(=O)c2c(-c3ccccc3Cl)noc2C)cc1	1.0%[50 µM]
CCOC(OCC)c1cc2ccccc2cn1	3.0%
COc1ccc(Cl)cc1NC(=O)CN(C)CC(=O)N1CC(=O)Nc2ccccc21	1.5%[50 µM]
C[C@@H](NC(=O)c1nc[nH]c1C(=O)NC1CCN(C(=O)OC(C)(C)C)CC1)c1ccccc1	1.2%
CCN1C(=O)[C@@H]2[C@@H](c3ccc(-c4ccc5c(c4)OCO5)cc3)N3CCCC[C@@]3(C(=O)OC)[C@@H]2C1=O	1.6%
CC1CCCN(S(=O)(=O)c2ccc(C(=O)NC(C)c3ccccc3)cc2)C1 (stereo not given)	0.2%[50 µM]
O=C(COC(=O)c1ccccc1)NC12CC3CC(CC(C3)C1)C2	1.3%[50 µM]
CN(CC(=O)Nc1ccccc1C(F)(F)F)C(=O)CSCc1ccccc1	1.0%[50 µM]
CC(NC(=O)C1CCN(C(=O)c2cccs2)CC1)c1ccc(S(N)(=O)=O)cc1 (stereo not given)	0.2%[50 µM]
CC1CC(C)CN(C(=O)c2cc(S(=O)(=O)N3CCCCC3)ccc2Cl)C1 (stereo not given)	5.7%
COc1ccc(-c2cccc(-c3nc4ccc(Cl)cn4c3NC3CCCCC3)c2)cc1	-0.2%
C=CCN(Cc1cccs1)C(=O)COc1ccc2c(c1)OCO2	0.2%[50 µM]
CCCCC(=O)c1ccc(OC(=O)c2ccc([N+](=O)[O-])cc2)cc1	1.3%
NC(=O)C1CCN(C(=O)c2cc(-c3ccc(Cl)cc3)nc3ccccc23)CC1	1.7%
CCCCCOc1ccc(C(=O)Nc2ccc(N3CCOCC3)cc2N2CCOCC2)cc1	0.9%[50 µM]
CC1(C)CC(NC(=O)c2cc(S(=O)(=O)N3CCOCC3)ccc2Cl)CC(C)(C)N1	0.7%[50 µM]

The closing seven entries of the part above lead into the next:
SMILES	UTI89 phage lysis
CC1CC(C)CN(C(=O)c2cc(S(=O)(=O)N3CCCCC3)ccc2Cl)C1 (stereo not given)	5.7%
COc1ccc(-c2cccc(-c3nc4ccc(Cl)cn4c3NC3CCCCC3)c2)cc1	-0.2%
C=CCN(Cc1cccs1)C(=O)COc1ccc2c(c1)OCO2	0.2%[50 µM]
CCCCC(=O)c1ccc(OC(=O)c2ccc([N+](=O)[O-])cc2)cc1	1.3%
NC(=O)C1CCN(C(=O)c2cc(-c3ccc(Cl)cc3)nc3ccccc23)CC1	1.7%
CCCCCOc1ccc(C(=O)Nc2ccc(N3CCOCC3)cc2N2CCOCC2)cc1	0.9%[50 µM]
CC1(C)CC(NC(=O)c2cc(S(=O)(=O)N3CCOCC3)ccc2Cl)CC(C)(C)N1	0.7%[50 µM]
CC(C)=CCC/C(C)=C/CNC(=O)C[C@H]1C[C@H](C(=O)N2CCOCC2)[C@@]2(C)c3[nH]c4ccc(Cl)cc4c3CCN2C1=O	0.3%
CC12CCC(=O)N1C(C(=O)NNC(=O)c1ccc(F)cc1)CS2 (stereo not given)	0.3%[50 µM]
Cc1c(NC(=O)c2cccc(NC(=O)Cc3ccc(F)cc3)c2)c(=O)n(-c2ccccc2)n1C	0.6%[50 µM]
CCN(C[C@H]1N[C@@](CC)(C(=O)OC)[C@H]2C(=O)N(C)C(=O)[C@@H]12)S(=O)(=O)c1ccccc1	0.0%
COc1ccc2noc3c2c1C(=O)c1ccccc1-3	0.0%
O=C(Nc1ccc(S(=O)(=O)Nc2nccs2)cc1)C(F)(F)F	0.2%
Cc1ccc(C)c(N2N=C(C(=O)OCc3nnc(-c4ccccc4)o3)CCC2=O)c1	0.0%[50 µM]
COc1ccccc1C(=O)NC(=O)COC(=O)c1oc2ccccc2c1C	1.0%[50 µM]
COc1ccc(OC)c(-c2cc(C(=O)N/N=C/c3cc(OC)c(OC)cc3OC)c3ccccc3n2)c1	-0.1%
CC(C)(C)S(=O)N1Cc2cc(=O)n(Cc3ccccc3)c(CCO)c2[C@H]1CCO (stereo not given in full)	-0.1%
O=C(/C=C/c1ccccc1)NCCS(=O)(=O)N1CCN(c2ccccc2F)CC1	0.7%[50 µM]
CN(CC(=O)Nc1ccccc1Cl)C(=O)CN1C(=O)C2CC=CCC2C1=O (stereo not given)	0.3%[50 µM]
O=C(COC(=O)c1cc2c(s1)CCCCC2)NC1CCS(=O)(=O)C1 (stereo not given)	1.0%[50 µM]
CCOc1ccccc1OCC(=O)Nc1cccc(S(=O)(=O)NC2=NCCCCC2)c1	1.9%[50 µM]
CCOc1cc(C(=O)Nc2cc(OC)cc(OC)c2)ccc1OCC(=O)N1CCOCC1	0.3%[50 µM]

An excerpt from above in order of molar mass, low to high:
SMILES	UTI89 phage lysis
COc1ccc2noc3c2c1C(=O)c1ccccc1-3	0.0%
CC12CCC(=O)N1C(C(=O)NNC(=O)c1ccc(F)cc1)CS2 (stereo not given)	0.3%[50 µM]
O=C(Nc1ccc(S(=O)(=O)Nc2nccs2)cc1)C(F)(F)F	0.2%
Cc1ccc(C)c(N2N=C(C(=O)OCc3nnc(-c4ccccc4)o3)CCC2=O)c1	0.0%[50 µM]
CCN(C[C@H]1N[C@@](CC)(C(=O)OC)[C@H]2C(=O)N(C)C(=O)[C@@H]12)S(=O)(=O)c1ccccc1	0.0%

Other structures follow.
SMILES	UTI89 phage lysis
CC(=O)c1ccc(NC(=O)C(C)OC(=O)c2ccc(NS(=O)(=O)c3ccc4[nH]c(=O)[nH]c4c3)cc2)cc1 (stereo not given)	-0.2%
O=C(Nc1ccccc1)c1nc[nH]c1C(=O)NCCNC(=O)c1[nH]cnc1C(=O)Nc1ccccc1	0.6%
Cc1cc(C)cc(C(=O)NCC(=O)N(C)CCOc2ccccc2)c1	0.6%[50 µM]
COc1ccc(C=NNc2ccc([N+](=O)[O-])cn2)cc1	-0.7%
CSC(=S)NN=C(C)c1cccc(C)n1	?
CCCCN1CC(=O)N2[C@H]3c4ccc(OC)cc4OC[C@@H]3[C@H](C(=O)OCC)[C@]2(C)C1=O	-1.0%
COc1ccc(CNC(=O)COC(=O)c2ccc(S(=O)(=O)NCc3ccco3)cc2)cc1	0.4%[50 µM]
O=C(Nc1cc2c3c(c1)CC(=O)N3CCC2)c1cccc(F)c1	0.9%[50 µM]
COc1ccccc1NC(=O)C(C)OC(=O)CCSc1ccc(F)cc1 (stereo not given)	0.6%[50 µM]
COc1ccccc1C(=O)NC(=O)COc1ccc([N+](=O)[O-])cc1	1.0%[50 µM]
CCOc1ccc(S(=O)(=O)Nc2cccc(C(=O)N(C)CC(=O)Nc3ccc(OC)cc3)c2)cc1	0.3%[50 µM]
O=C(COC(=O)c1cc[n+]([O-])cc1)Nc1ccc(Cl)c(C(F)(F)F)c1	0.3%[50 µM]
CCC(CCc1ccccn1)C(=O)c1ccccc1 (stereo not given)	0.9%
O=C(c1cc(-c2ccccc2)nn1-c1ccccc1)N1CCN(S(=O)(=O)c2c(F)cccc2F)CC1	1.3%[50 µM]
Cc1cc(C)cc(NC(=O)C(c2ccccc2)N2CCN(CC(=O)NC3CC3)CC2)c1 (stereo not given)	0.8%[50 µM]
Cc1cc(C)c(C(=O)NCC(=O)c2ccccc2)c(C)c1	1.0%
CCOc1ncccc1C(=O)Nc1ccc(S(=O)(=O)N2CC(C)CC(C)C2)cc1 (stereo not given)	4.6%
Nc1nc2c(nnn2Cc2ccc(Cl)c(Cl)c2)c(=O)[nH]1	-0.2%
CCOC(=O)[C@H]1[C@H]2COc3ccc(OC)cc3[C@@H]2N2C(=O)CN(CC3CCCO3)C(=O)[C@@]12C (stereo not given in full)	1.6%
OCC[C@H]1C[C@H](O)[C@@H](O)[C@]2(Cc3ccccc3O2)O1	1.3%
CC(Oc1ccc(Cl)cc1)C(=O)Nc1ccccc1N1CCOCC1 (stereo not given)	-3.1%
CCOC(=O)c1c(C)[nH]c(C)c1C(=O)COC(=O)/C=C/c1ccccc1[N+](=O)[O-]	0.1%[50 µM]
O=C(OCC(=O)N1CCCc2ccccc21)c1ccc(S(=O)(=O)C(F)F)cc1	1.4%[50 µM]
CCCCNC(=O)C(C)N(CCN(C)C)C(=O)CCCN1C(=O)NC(c2ccc(Cl)cc2)C(C(=O)OCc2ccccc2)=C1C (stereo not given)	-0.5%
O=C(OCN1C(=O)c2ccccc2C1=O)c1cc(S(=O)(=O)N2CCOCC2)ccc1F	1.0%[50 µM]
O=C(c1cn(-c2ccccc2)nc1-c1cccnc1)N1CCN(S(=O)(=O)c2ccccc2F)CC1	0.0%[50 µM]
Cc1cc(C)c2nc(N(CCCN(C)C)C(=O)c3ccc4c(c3)OCCO4)sc2c1	1.9%[50 µM]
CCCc1nc2ccccc2c(C(=O)OCC(=O)NC2CC2)c1CC	1.2%[50 µM]
Cc1ccc(S(=O)(=O)N2CCC(C(=O)OCC(=O)N(Cc3ccccc3)C(C)(C)C)CC2)cc1C	-0.1%[50 µM]
O=C(NCc1ccc2c(c1)OCO2)c1c(O)nc2sccn2c1=O	-1.0%
CCCNC(=O)c1ccc(N2CCC3(CC2)CC(c2cccc(Br)c2)=NO3)c(NC(=O)c2ccc(Br)cc2)c1	0.8%
CC(=O)Nc1ccc(S(=O)(=O)NCc2nnnn2-c2ccc(F)cc2)cc1	1.1%[50 µM]
CCN(c1cccc(C)c1)S(=O)(=O)c1cc2c3c(c1)CCN3C(=O)CC2	3.8%[50 µM]
O=C(CNC(=O)c1ccccc1Cl)Nc1ccncc1	1.0%[50 µM]
CCN(C(=O)COC(=O)c1cc(C)oc1C)c1c(N)n(Cc2ccccc2)c(=O)[nH]c1=O	0.5%[50 µM]
N#Cc1c(Nc2ccccc2)[n+]([O-])c2ccc(Cl)cc2[n+]1[O-]	0.7%
O=C(O)CN1CCN(Cc2ccccc2Cl)C1=O	0.4%
COC(=O)[C@@]12CCCN1[C@H](c1ccc(-c3ccc(Cl)c(Cl)c3)c(OC)c1)[C@H]1C(=O)N(C)C(=O)[C@H]12	2.3%
CC(=O)c1ccc(N2CCN(C(=O)c3ccccc3SCC(=O)NCc3ccco3)CC2)c(F)c1	0.3%[50 µM]
O=C(CCNC(=O)c1ccccc1Cl)Nc1ccc(S(=O)(=O)Nc2nccs2)cc1	-2.5%
O=C(COc1ccc(Br)cc1)NCCCN1CCCC1=O	0.0%[50 µM]
COc1ccc(-c2c(C#Cc3ccsc3)c3cc(-c4ccc(OC)c(F)c4)ccc3n2C)cc1	1.7%
O=C(NCCOC(=O)c1ccccc1)c1ccccc1	-0.1%
S=C(c1ccccc1)N1CCN(c2ccccc2)CC1	1.9%
CC1(C)CC(C(=O)Nc2ccccc2)C(=O)O1 (stereo not given)	0.1%
COc1ccc(CNC(=O)Cn2cc([N+](=O)[O-])cn2)cc1	-0.5%
COCCNc1oc(-c2ccccc2Cl)nc1S(=O)(=O)c1ccc(C)cc1	-1.2%
CC1CCc2[nH]c3ccc(C(=O)N(C)CC(=O)Nc4cccc(F)c4)cc3c2C1 (stereo not given)	i
CCCCC1SC(N)=NC1=O (stereo not given)	-0.1%
Fc1ccccc1/C=N/Nc1cc(N2CCCCC2)ncn1	-0.5%
COc1ccc(NS(=O)(=O)c2cc(NC(=O)CCc3ccc(OC)c(OC)c3)ccc2N2CCOCC2)cc1	0.5%[50 µM]
CN(CC(=O)Nc1cccc(F)c1)C(=O)c1ccc(N2CCCCCC2)c([N+](=O)[O-])c1	0.5%[50 µM]
O=S(=O)(c1ccc(NC(=S)NN=Cc2ccccc2O)cc1)N1CCCCC1	-2.3%
CCc1noc(C)c1C(=O)Nc1cc(S(=O)(=O)N(CC)CC)ccc1N1CCOCC1	1.4%[50 µM]
O=[N+]([O-])c1ccc(NN=Cc2ccco2)nc1	-0.2%
COC/C=C/C1=CC2=CC(=O)C(C)(OC(=O)c3cnc4ccccc4n3)C(=O)C2=CN1CC1CC1 (stereo not given)	-0.6%
Cc1cc(NC(=O)CSCC(=O)Nc2nc3ccccc3s2)no1	0.6%[50 µM]
COc1ccc(/C=C/C(=O)OCC(=O)c2ccc(S(=O)(=O)N3CCCCC3)cc2)cc1OC	0.8%[50 µM]
COc1ccc2oc(C(=O)N3CCN(C(c4ccccc4)c4ccccc4)CC3)c(C)c2c1	1.0%[50 µM]
Cc1ccc([N+](=O)[O-])cc1S(=O)(=O)Nc1cccc(-c2ccc(N3CCOCC3)nn2)c1	0.6%[50 µM]
COc1ccc2c(c1)[C@H]1[C@H](CO2)[C@H](c2ccccc2)[C@]2(C)C(=O)N[C@H](C)C(=O)N12	0.6%

Compound activity deposited in PubChem BioAssay by Southern Research Specialized Biocontainment Screening Center.
